# Assay outcomes: PubChem, The Scripps Research Institute Molecular Screening Center
# PAFAH2 FP inh – inhibitors of human PAFAH2; recombinant PAFAH2, FP-rhodamine activity probe, fluorescence polarization; inhibition, % at 3.39 µM; AID 492956; hit rate 0.99% among 340,000;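 active = inhibition above the mean over all tested compounds plus 3 SD, cut at about 30% in these data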;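 note: inhibitors block probe labeling of enzyme so polarization drops; 0% = enzyme with DMSO and 100% = wells lacking PAFAH2 protein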
# LYPLA1 counter – counter-screen for PME1 inhibitors: inhibitors of human LYPLA1; O75608; recombinant LYPLA1, FP-Rh probe fluorescence polarization; inhibition, % at 5.9 µM; hit rate 0.16% among 320,000; AID 2174;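 active = inhibition above the mean of all tested compounds plus 3 SD, set per campaign, cut at about 14% in these data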;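 note: inhibitors block serine hydrolase probe labeling of LYPLA1 so polarization falls; 0% = enzyme with DMSO and 100% = wells lacking LYPLA1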
# LYPLA2 inh – LYPLA2 (human) inhibition in PME1 counter-screen | hit rate 0.38% among 320,000 | recombinant LYPLA2, FP-Rh probe fluorescence polarization | O95372 | inhibition, % at 5.9 µM;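 active = inhibition above the screen-wide mean plus 3 SD, limit set per campaign, cut at about 26% in these data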;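 note: 0% = LYPLA2 with DMSO and 100% = wells lacking LYPLA2 enzyme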
# PREPL inhibitor – inhibits the human prolyl oligopeptidase-like enzyme | hit rate 0.68% among 320,000 | AID 2751 | recombinant PREPL, fluorescence polarization activity-based probe | Q4J6C6 | inhibition, % at 5.96 µM; in the data active = inhibition above about 43%;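 note: 0% = enzyme with DMSO and 100% = wells lacking enzyme; many of its hits are not listed in these tables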
# PAD4 FP inh – PAD4 (human) enzyme inhibition; Q9UM07; recombinant PAD4, RCA probe fluorescence polarization; inhibition, % at 6.36 µM; hit rate 0.41% among 330,000;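 active = percent inhibition above a cutoff equal to the mean of all tested compounds plus 3 SD, cut at about 15% in these data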;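 note: 0% = PAD4 with RCA probe and DMSO and 100% = probe without PAD4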
# Target sequence (Q9UM07 whole entry, looked up): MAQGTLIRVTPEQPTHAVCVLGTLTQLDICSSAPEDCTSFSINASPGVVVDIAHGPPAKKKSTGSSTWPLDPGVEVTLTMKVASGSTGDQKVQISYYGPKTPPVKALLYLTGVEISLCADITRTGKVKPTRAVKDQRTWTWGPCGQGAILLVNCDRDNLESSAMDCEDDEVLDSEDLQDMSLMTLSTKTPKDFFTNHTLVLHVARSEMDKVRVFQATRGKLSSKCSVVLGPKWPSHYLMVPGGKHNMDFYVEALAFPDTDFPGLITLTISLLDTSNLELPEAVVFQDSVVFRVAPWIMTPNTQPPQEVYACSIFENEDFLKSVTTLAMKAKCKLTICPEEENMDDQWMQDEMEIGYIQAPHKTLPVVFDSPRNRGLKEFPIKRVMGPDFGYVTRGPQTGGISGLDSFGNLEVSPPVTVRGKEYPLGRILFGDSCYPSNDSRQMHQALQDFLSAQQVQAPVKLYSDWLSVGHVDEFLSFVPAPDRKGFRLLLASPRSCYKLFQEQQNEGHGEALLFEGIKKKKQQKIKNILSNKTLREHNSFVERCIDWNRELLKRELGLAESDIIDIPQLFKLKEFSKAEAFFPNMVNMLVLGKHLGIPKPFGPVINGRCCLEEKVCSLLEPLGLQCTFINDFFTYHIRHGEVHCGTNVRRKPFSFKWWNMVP
# GSTO1 inh – blocks human GSTO1 in RBBP9 counter-screen; hit rate 1.1% among 300,000; P78417; recombinant GSTO1, activity-based probe fluorescence polarization; inhibition, % at 5.96 µM;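 active = inhibition above the campaign mean inhibition plus 3 SD, cut at about 35% in these data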;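 note: 0% = GSTO1-1 with DMSO and 100% = wells lacking GSTO1-1 enzyme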
# pPAFAH inh – pPAFAH (human) enzyme inhibition; recombinant pPAFAH, FP-rhodamine probe fluorescence polarization; AID 463082; hit rate 1.5% among 330,000; inhibition, % at 3.39 µM;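 active = inhibition above the mean inhibition across the screen plus 3 SD, cut at about 25% in these data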;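 note: inhibitors block binding of the rhodamine activity-based probe so polarization drops; 0% = enzyme with DMSO and 100% = wells lacking pPAFAH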
# Target sequence (Q13093 whole entry, looked up): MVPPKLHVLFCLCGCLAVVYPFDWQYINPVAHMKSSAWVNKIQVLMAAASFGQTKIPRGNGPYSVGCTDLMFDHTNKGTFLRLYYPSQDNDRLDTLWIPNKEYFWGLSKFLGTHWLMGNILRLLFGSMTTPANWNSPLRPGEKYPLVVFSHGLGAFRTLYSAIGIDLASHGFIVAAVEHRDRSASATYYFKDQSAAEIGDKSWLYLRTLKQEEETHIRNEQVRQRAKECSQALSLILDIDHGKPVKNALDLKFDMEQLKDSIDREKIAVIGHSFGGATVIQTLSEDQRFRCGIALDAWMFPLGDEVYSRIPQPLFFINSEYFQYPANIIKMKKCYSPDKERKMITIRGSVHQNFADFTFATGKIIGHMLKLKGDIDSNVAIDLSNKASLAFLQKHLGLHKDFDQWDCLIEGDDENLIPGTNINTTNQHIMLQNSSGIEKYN
# PAFAH1B2 inh – blocks human PAF acetylhydrolase 1b catalytic subunit 2; P68402; recombinant PAFAH1B2, FP-rhodamine activity probe, fluorescence polarization; inhibition, % at 3.39 µM; hit rate 1.2% among 340,000; AID 492953;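 active = inhibition above the mean of all tested compounds plus 3 SD, cut at about 24% in these data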;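 note: 0% = enzyme with DMSO and 100% = wells lacking PAFAH1B2; many of its hits are not listed in these tables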
# PAFAH1B3 FP inh – blocks human PAF acetylhydrolase 1B catalytic subunit 3. Q15102. recombinant PAFAH1B3, FP-rhodamine probe, fluorescence polarization. inhibition, % at 3.39 µM. hit rate 0.28% among 340,000. AID 492972;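 active = inhibition above the screen-wide average of all tested compounds plus 3 SD, cut at about 25% in these data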;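 note: 0% = enzyme with DMSO only and 100% = wells lacking PAFAH1B3 protein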
# An asterisk follows results filed as active; · = not tested or not shown. These rows are one share of the data; the hit share may differ from the screen's.
# Below each compound – PAFAH2 FP inh, LYPLA2 inh, pPAFAH inh, PAFAH1B2 inh, PAFAH1B3 FP inh, PAD4 FP inh, PREPL inhibitor, GSTO1 inh, LYPLA1 counter
COc1ccc(N(CC(=O)NC2CCCCC2)C(=O)c2snc(C(N)=O)c2N)cc1
  10.7, -0.2, 3.0, 0.4, 2.7, -3.1, -2.1, 2.4, 0.1
CC1CCN(c2ccc(NC(=O)c3ccc([N+](=O)[O-])o3)cc2)CC1
  2.0, 9.8, 2.7, 4.8, 9.9, -11.9, -1.1, 25.2, 2.2
CCn1c(=O)c2sccc2n2c(CCCC(=O)NCCc3ccc(S(N)(=O)=O)cc3)nnc12
  -0.3, 1.2, 0.2, -0.9, 0.2, -4.3, -0.9, -2.7, -2.2
Cc1ccn2cc(-c3ccc4c(c3)NC(=O)CO4)nc2c1
  1.3, 9.5, 4.2, -1.4, 1.2, 3.6, 9.6, -1.3, -0.4
O=C(Nc1ccc(S(=O)(=O)Nc2ncccn2)cc1)c1ccccc1Cl
  4.9, 2.1, 3.7, 9.7, 10.4, -5.8, -8.0, 1.0, 1.3
C[C@H]1COC(=O)[C@@H](Cc2ccc(F)cc2)CC/C=C/C[C@@H](CC(=O)N(CCO)Cc2ccccc2)C(=O)N1
  1.5, ·, 4.3, 26.4*, 4.0, -3.2, 32.8, ·, ·
Cc1ccc(S(=O)(=O)N2[C@@H](c3ccc(Cl)cc3)C(C(=O)O)=CC[C@H]2c2ccc(Cl)c(Cl)c2)cc1
  7.4, -16.6, 10.0, 90.3*, -1.9, -4.2, -2.5, -51.7, -11.7
CC(C)C(=O)Nc1ccc(C(=O)NNC(=O)NC2CCCCC2)cc1
  0.9, -2.8, 4.6, 0.5, 4.0, 0.2, 3.1, 4.5, -3.3
O=C1NCCN(Cc2cccc(Oc3ccccc3)c2)C1CC(=O)N1CCCO1 (centres undefined)
  0.5, -2.6, 4.0, -10.2, -0.7, -6.8, 7.7, 5.5, -0.7
COc1ccc(NC(=O)C2CCN(c3nc(C)cc(C)n3)CC2)cc1
  -6.3, 3.2, 1.3, 2.7, 9.8, -1.1, 9.0, -1.5, 2.4
NC(=O)Cc1ccc2c(c1)[nH]c1ccccc12
  1.2, 4.3, -1.5, 4.5, 9.1, -5.1, 2.4, -1.0, 2.3
Cc1cccc(/C=C/c2nc3ccccc3c(=O)n2Cc2ccccc2)c1
  -11.9, -15.2, -4.2, -1.4, -5.2, -1.1, -11.3, 2.4, -7.2
CCOC(=O)N1CCN(C(=O)c2cc(COc3cccc(C(C)=O)c3)on2)CC1
  -2.4, 0.8, -3.7, 5.8, 2.5, -4.3, -0.7, 2.9, -2.7
O=C(CN(Cc1ccc(F)cc1)C(=O)CCC(=O)Nc1nccs1)NCc1ccccc1
  -2.4, 0.9, 3.0, 6.8, 4.3, -0.2, -0.1, 4.9, -3.2
C=CCn1c(CNc2ccccc2)nnc1SCC(=O)N/N=C/c1ccccc1O
  0.6, -3.2, 0.8, 4.9, 6.6, 0.4, -8.8, 5.3, -4.1
O=C(CCNC(=O)N1CCn2c1nc1ccccc12)NCc1ccc(Cl)cc1
  8.2, 2.7, -0.2, 2.7, 4.7, -2.8, -15.1, 1.9, 2.1
CCN1CCN(CCCNC(=O)c2cn(CCOC)c(=O)c3c2c2ccccc2n3C)CC1
  0.9, 0.1, -6.4, 1.6, 2.4, -3.0, 17.6, -1.9, -0.6
Cc1ccc(-n2c(CNc3ccc(F)cc3)nnc2SCC(=O)O)cc1
  ·, 0.3, 1.1, ·, ·, -2.3, -10.5, -3.8, 0.3
Cc1ccc(C(=O)NNC(=O)CCCN2C(=O)/C(=C/c3ccccc3Cl)SC2=S)cc1
  3.5, -6.8, 46.1*, 1.9, -11.8, -2.9, -34.8, -2.1, -4.5
CC1=C(C(=O)Nc2cccc(C)c2C)C(c2cccs2)NC(=S)N1 (centres undefined)
  -2.1, 11.7, 2.3, 5.4, 4.0, -3.7, -3.4, -1.2, -1.0
COC(=O)c1cccc(C(=O)N2CCCC(Nc3ccc4c(c3)OCCO4)C2)c1 (centres undefined)
  9.6, -0.8, 2.7, -0.5, -5.1, -1.0, -2.8, 2.0, -3.8
Cc1nc(S(=O)(=O)c2cccc(Cl)c2)nc2c1CCC2
  1.3, 3.5, -0.3, 1.8, 9.3, 0.2, 3.0, 9.9, -3.2
OC(CSc1ccccc1Cl)CN1CCN(c2ccc(F)cc2)CC1 (centres undefined)
  7.4, 4.4, 4.9, 0.1, 4.5, -0.9, 25.6, 2.9, 0.9
Cc1ccc(-n2ncc3c2ncn2nc(-c4ccco4)nc32)c(C)c1
  -4.5, -3.6, 4.3, 4.4, -0.1, -4.1, 22.8, -1.1, -0.7
CCC(c1nnnn1Cc1cccs1)N1CCN(C(=O)c2ccco2)CC1 (centres undefined)
  2.2, 2.7, -0.8, 7.1, 1.6, -3.9, 2.2, 7.9, 3.5
Cc1[nH]n2c(=O)c3c(nc2c1-c1ccc(Cl)cc1)CCC3
  10.4, -2.2, -0.4, 2.6, 8.1, 2.1, 16.8, 9.0, -3.0
CC(C)(C)NC(=O)Nc1ccc(Br)cc1
  6.8, -6.8, 0.5, -1.8, 5.3, -0.8, 5.2, 2.8, -0.5
Cc1cc(C(=O)N/N=C/c2cccnc2)cs1
  -3.2, -11.8, -4.7, 7.2, 5.1, -0.2, 2.4, -1.6, -3.5
CCOC(=O)C1=NN(C(=O)Nc2ccc(OC)cc2)C2C(=O)N(c3cccc(C(F)(F)F)c3)C(=O)C12 (centres undefined)
  2.3, 2.6, 7.6, 1.8, -1.0, 0.3, 8.6, 9.9, -5.0
CCOc1ncccc1C(=O)Nc1cc(C(F)(F)F)ccc1N1CCOCC1
  -1.4, 3.3, 4.6, -3.1, -1.5, 0.2, 3.4, ·, -0.4
Cc1cc(NC(=O)Cn2cc([N+](=O)[O-])cn2)no1
  -1.8, 1.8, 4.0, 2.1, 8.4, -1.8, 0.0, -1.8, -1.0
CN(Cc1ccccc1)C(=O)N[C@@H](Cc1ccccc1)C(=O)O
  -0.1, -0.1, 7.2, 3.5, 1.9, -1.1, -0.5, -4.8, 3.7
COC(=O)c1ccc(C2/C(=C(\O)c3ccc4c(c3)OCCO4)C(=O)C(=O)N2CCCN2CCOCC2)cc1 (centres undefined)
  3.5, 7.6, 2.0, -0.9, 2.9, -4.9, 0.9, -1.4, -0.2
CC(C)CC(=O)OC(C)(C)[C@@H]1Cc2c(ccc3ccc(=O)oc23)O1
  -1.4, ·, 4.1, 16.3, 2.6, -3.8, 21.9, ·, ·
CNC(=O)Nc1ccc(C2SCCS2)cc1
  1.4, -26.2, -0.7, 5.7, 6.8, 2.4, -0.6, -6.4, -9.7
Cc1cccc(C(=O)N2CCCCCC2)c1
  3.6, -3.0, 0.2, -2.3, -6.8, -2.3, 0.0, -2.8, -3.8
CCCCC(=Nc1ccccc1OC)C1=C(O)CC(c2ccccc2)CC1=O (centres undefined)
  -4.3, -2.2, -0.6, 8.5, 4.7, -1.6, 6.2, 5.2, -1.8
COc1cc2c(cc1OC)C(c1cccc(C)c1)CC(=O)N2 (centres undefined)
  2.9, 1.8, -3.8, 5.3, 7.9, -4.3, -6.8, -1.5, 1.2
C/C(=N\NC(=O)c1n[nH]c2c1CCC2)c1ccco1
  ·, 0.4, -7.0, ·, ·, 3.9, 5.3, -4.5, -3.6
CN(C(=O)CCOc1ccccc1)c1c(N)n(Cc2ccccc2)c(=O)[nH]c1=O
  2.3, 4.0, 2.4, 0.0, 7.8, -0.6, 14.2, 7.4, -0.2
Nc1nc(SCc2ccccc2Cl)n[nH]1
  -16.3, 7.5, -0.8, -5.7, -1.9, 1.6, 7.9, 5.0, 6.6
Cc1ccc(C(C(=O)NCC2CCCO2)N(Cc2ccccc2)C(=O)c2ccc(-c3ccccc3)[nH]2)o1 (centres undefined)
  -4.6, 1.3, 2.2, -0.2, 0.2, 1.9, 5.6, 2.8, 1.5
Cc1ccc(C(=O)N/C(=C/c2ccco2)C(=O)NCc2ccco2)cc1
  6.4, -1.0, 6.9, 1.9, 6.9, -0.3, -3.4, 2.6, -1.9
O=S(=O)(NCCCN1CCOCC1)c1ccc2c(c1)OCCO2
  9.2, -3.8, 3.5, 8.1, 3.4, 1.0, 11.7, 5.2, -0.5
CC(C)Oc1ccc(C(=O)N(Cc2ccco2)C2CCS(=O)(=O)C2)cc1 (centres undefined)
  4.9, 0.6, 4.3, 8.3, -2.7, -1.9, 4.1, -3.4, -3.2
CCc1ccc2oc(C(=O)NCc3ccc(S(N)(=O)=O)cc3)c(C)c2c1
  3.9, -2.0, 2.5, 2.6, 5.8, -1.5, 0.2, -7.0, -1.8
COc1ccccc1CSc1nc2ccccc2[nH]1
  -2.1, 1.1, -1.7, -3.7, 8.6, -3.9, 3.4, 2.3, 0.6
O=C(NCc1ccc2c(c1)OCO2)c1ccc(CS(=O)Cc2ccc(Cl)cc2)o1 (centres undefined)
  2.8, 0.4, 11.1, 13.2, -4.7, -4.7, -3.2, 5.1, -0.5
Cn1cccc1C(=O)OCC(=O)c1cc2ccccc2o1
  18.1, 1.3, 22.9, 1.2, 1.5, -3.5, 9.3, -5.8, -0.6
Cc1ccc(N2C(=O)CCC(C(=O)O)C2c2cccs2)cc1 (centres undefined)
  -7.5, -2.4, -1.9, 1.6, 7.1, -2.8, 8.0, 1.0, 2.0
CCc1ccccc1NC(=S)Nc1cc(OC)c(NC(=O)C(C)C)cc1OC
  3.7, -0.6, 17.7, 1.8, 0.5, 41.1*, 2.0, -2.1, 0.5
CCN(CC)C(=O)Cn1cc(S(=O)(=O)CC(=O)Nc2cc(OC)ccc2OC)c2ccccc21
  -0.2, 5.2, 0.4, 6.8, 4.9, 0.8, 7.3, -0.8, -0.5
COc1ccccc1N1CCN(C(=O)C2CCN(C(=O)c3ccccc3C)CC2)CC1
  0.0, -6.2, -2.8, 4.2, 5.0, 2.5, 3.9, -4.2, -2.8
COc1ccc(CCNC(=O)CCc2cc(OC)c(OC)c(OC)c2)cc1
  -2.5, 0.3, 2.9, -3.6, -1.5, 1.6, 4.1, -10.9, 1.2
COCCNC(=O)Cn1c(=O)n(CCCC(=O)NCc2ccc3c(c2)OCO3)c(=O)c2sccc21
  -9.7, 4.4, 2.1, -3.1, 6.1, 1.3, -4.5, -0.1, 5.2
CCN(CC)c1ccc(NC(=O)CN(C)Cc2cccs2)cc1
  7.0, -4.7, 26.4*, 4.3, 5.7, -2.3, 6.0, 8.3, -0.3
O=C(COC(=O)c1ccc([N+](=O)[O-])o1)NCCCc1ccccc1
  5.0, ·, 14.3, 5.1, 7.7, -12.8, 11.1, ·, ·
CCOC(=O)c1snc2c(=O)[nH]cnc12
  -10.3, 9.7, 4.0, 0.5, 2.8, -0.6, 9.1, -1.3, 1.2
Cc1nnc(SCC(=O)NC(C)c2ccccc2)[nH]c1=O (centres undefined)
  -4.0, 6.4, 3.6, 0.4, 3.8, -2.4, -0.5, -1.0, 2.6
O=C(CNC(=O)c1ccc(Br)o1)NNC(=O)c1ccc(Cl)cc1
  7.0, -1.7, -0.4, 4.0, 6.8, 0.6, 8.0, ·, 0.4
C=CCN(c1ccccc1C(=O)NCC(=O)OCC)S(=O)(=O)c1ccc(C)cc1
  6.5, 9.0, -2.2, 8.2, -1.1, 1.6, 9.0, 5.3, 0.7
